# Compound activity (PubChem BioAssay)
# Cdc25B block – inhibitors of human Cdc25B phosphatase; inhibition, %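 (compounds tested at 10 µM final in the well)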; recombinant Cdc25B, OMFP fluorescence Ex485/Em525; 65,000 compounds, 0.1% hits; in the data active = inhibition above about 50%
# DUSP1 inh – human dual specificity phosphatase 1 inhibition. P28562. recombinant MKP-1, OMFP hydrolysis fluorescence. inhibition, %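 (compounds tested at a single concentration somewhere between 10 and 100 µM)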. 65,000 compounds, 0.15% hits. AID 374;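 active = inhibition above about 50%, limit read from the data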;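 note: 0% = DMSO max control wells and 100% = wells with enzyme stopped by NaOH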
# PKA kinase inh – PKA (human) kinase inhibition; P17612; PKA Kemptide phosphorylation, Kinase-Glo ATP luminescence; inhibition, % at 6 µM; 65,000 compounds, 0.1% hits; AID 524;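 active = inhibition above the screen-wide mean inhibition plus 3 SD, cut at about 21% in these data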; note: many of its hits are not listed in these tables
# HEK293 NFkB inh – inhibitors of the PMA/ionomycin-induced NF-kB reporter in HEK293 cells; inhibition, % at 3 µM; HEK-293 NF-kB luciferase reporter, luminescence; 62,000 compounds, 0.21% hits;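 active = inhibition above the mean of all tested compounds plus 3 SD, cut at about 40% in these data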;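 note: 0% = stimulated DMSO wells and 100% = 10 µM reference inhibitor 5653914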
#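 Signal: luciferase luminescence; Material: HEK-293 cells with stable firefly luciferase reporter driven by four HIV NF-kB elements; Probe or stimulus: PMA with ionomycin; Replication: tested once; Times: 1 h compound pretreatment, then 16 h stimulation at 37 °C, 5% CO2; Benchmarks: DMSO and 10 µM reference inhibitor; Evaluation: per-plate % inhibition versus controls.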
# Jurkat tox 60K – reduces viability or proliferation of Jurkat cells. Jurkat E6.1 viability, ATP luminescence, 48 h. inhibition, % at 4 µM. 56,000 compounds, 1.2% hits. AID 463;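 active = inhibition above the mean inhibition of all tested compounds plus 3 SD, cut at about 28% in these data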
# JNK3 blocker – inhibitors of human JNK3 kinase; P53779; purified JNK3 kinase activity, HTS; inhibition, % at 8 µM; 60,000 compounds, 0.61% hits; in the data active = inhibition above about 17%;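 note: 0% = DMSO and 100% = reference inhibitor; many of its hits are not listed in these tables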
# TNAP act DEA – activates human TNAP at intermediate phosphate acceptor concentration; activation factor at 20 µM; purified TNAP, CDP-star luminescence, 100 mM DEA, 30 min; active compounds read high; scale: 0 levamisole-inhibited, 1 vehicle-only enzyme; P05186; 64,000 tested, under 10 active; AID 813;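 active = activation factor of at least 2 at 20 µM, relative to controls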
# MMP-13 inhibitor – inhibitors of human MMP13. inhibition, % at 4 µM. 65,000 compounds, 0.07% hits. MMP-13 fTHP FRET cleavage, Mca fluorescence. AID 570. P45452;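 active = inhibition above the mean of compound-free control plate wells plus 3 SD, cut at about 14% in these data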;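 note: 0% = DMSO wells and 100% = wells with reference MMP-13 inhibitor after basal subtraction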
# ROCK2 blocker – blocks human Rho kinase 2 activity; O75116; purified ROCK2, Kinase-Glo ATP depletion luminescence; inhibition, % at 6 µM; 60,000 compounds, 0.35% hits; AID 604;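 active = inhibition above the screen-wide mean inhibition plus 3 SD, cut at about 18% in these data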;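 note: plate controls were DMSO wells for no effect and Y-27632 control wells after no-enzyme background subtraction for full effect; many of its hits are not listed in these tables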
# The depositor's hits bear a star; x = no result given. The order is random; about 1.9% have a hit in one of these screens.
SMILES,Cdc25B block,DUSP1 inh,PKA kinase inh,HEK293 NFkB inh,Jurkat tox 60K,JNK3 blocker,TNAP act DEA,MMP-13 inhibitor,ROCK2 blocker
Cc1cc(C)cc(-n2nnc(C(=O)NCc3ccc4c(c3)OCO4)c2N)c1,-12.8,7.8,9.4,19.0,3.7,2.5,0.9,6.6,3.5
CCOc1ccccc1OCC(=O)Nc1ccc(S(=O)(=O)Nc2ncccn2)cc1,0.6,-8.8,12.3,16.9,-2.0,7.1,x,5.3,5.8
O=C(Nc1ccc2c(c1)OCCO2)c1ccc(Br)o1,-25.9,-5.3,-2.0,x,x,12.7,0.9,4.0,-5.6
Cc1csc(CCc2nc(C)cs2)n1,9.1,25.7,-2.8,7.1,4.8,4.6,0.9,0.3,-1.2
CCOc1ccc2nc(NC(=O)CSc3nc4cccnc4n3C)sc2c1,-1.5,-7.0,-6.8,6.7,8.8,3.8,0.9,3.1,-4.4
COc1ccc(S(=O)(=O)NCC(=O)N(CC(=O)NCC2CCCO2)c2cc(C)ccc2C)cc1 (configuration not stated),2.8,8.1,0.3,11.4,x,x,1,-3.9,x
COc1cccc(CNCCSc2nnnn2C)c1,4.3,-11.4,4.5,16.8,4.0,-9.2,1,-0.8,3.6
COc1ccc(N2CC(C)Cn3c2nc2c3c(=O)n(Cc3ccc(F)cc3)c(=O)n2C)c(OC)c1 (configuration not stated),6.2,16.8,13.0,12.5,5.7,-1.5,0.9,-2.6,7.0
CC(=O)Nc1ccc(NC(=O)c2ccco2)cc1,-14.4,-3.1,4.8,-6.7,11.2,3.2,0.9,2.0,2.8
COCCNC(=O)CCn1c(=O)oc2ccccc21,1.8,5.6,-5.0,18.1,6.7,-0.2,1,0.2,-2.8
Cc1ccc(-c2nn3c(=O)c(C)nnc3s2)cc1,1.9,-16.9,14.7,15.8,-7.7,-7.6,0.9,4.0,-9.5
Cn1c(SCC(=O)Nc2cccc(F)c2)nnc1-c1cccnc1,-9.6,0.9,8.8,-0.3,-1.6,-1.3,1,0.5,-3.6
CCOc1cccc(C(=O)Nc2nnc(-c3ccco3)s2)c1,0.5,11.5,8.8,-32.0,-1.5,3.7,0.9,-6.8,4.1
Cc1ccc(S(=O)(=O)NCCCNC(=O)N2CCOCC2)cc1,-9.7,3.5,5.9,-3.3,-3.6,5.2,0.8,-0.5,5.3
CCOc1ncccc1C(=O)OCC(=O)c1cc(C)n(Cc2ccco2)c1C,-18.5,-5.3,-5.9,-36.2,-3.8,-7.6,1,-7.5,1.7
CCc1nnc(NC(=O)CSc2ncnc3c2oc2ccccc23)s1,0.7,10.0,10.1,-2.3,-5.8,0.4,1,4.3,2.4
Cc1ccnc(NC(=O)C2CCC(CNc3c(N4CCCC4)c(=O)c3=O)CC2)c1 (configuration not stated),-4.2,-0.9,5.9,12.5,-1.4,5.1,0.9,7.5,-1.5
C/C(N)=C(/C#N)C(=O)COC(=O)C(NS(=O)(=O)c1ccc(Cl)cc1)C(C)O (configuration not stated),-18.9,-8.2,8.1,6.6,-6.9,-0.4,1.1,-4.9,7.2
CCOC(=O)NC(=O)CSc1nc(C)cc(C(F)(F)F)c1C#N,-10.5,-4.6,9.8,-1.8,-8.2,7.4,0.9,-2.3,3.9
Cc1ccc(N2CC(C(=O)N3CCCc4ccccc43)CC2=O)cc1 (configuration not stated),12.9,14.2,-2.5,14.0,3.6,-5.7,1,-0.9,1.2
COc1cccc(-c2csc3nnc(SCC(=O)NCc4cccs4)n23)c1,-1.5,17.1,8.5,8.1,-1.9,1.7,1,2.0,6.8
O=C(CCSc1nnc(-c2ccncc2)o1)Nc1ccc(F)cc1,-9.9,-4.8,0.1,11.4,0.8,-2.3,0.9,4.0,0.1
CC(=O)NC(N1CCCCC1)C(F)(F)C(F)(F)C(F)(F)C(F)F (configuration not stated),-5.6,-2.9,-1.3,15.5,-1.1,3.9,0.9,-0.4,0.8
COC(=O)c1cc(OC)c(OC)cc1N,2.4,-15.4,4.0,x,x,-7.0,0.9,-8.8,3.7
CC1(C)Cc2cccc(OCC(=O)O)c2O1,x,-0.8,-2.0,10.5,x,x,0.9,-2.9,x
CCOc1cccc(-c2nnc3sc(-c4cc(OC)c(OC)c(OC)c4)nn23)c1,5.0,-9.1,4.0,x,x,-1.2,0.8,-9.8,5.8
O=C(OCCN1CCOCC1)c1ccc2c(c1)OCCO2,13.2,-31.8,6.0,x,x,3.9,0.9,2.3,4.7
CCOC(=O)C1C(=O)NC(N2CCc3ccccc32)=NC1c1ccccc1 (configuration not stated),-3.9,-1.0,9.8,11.1,3.7,-1.9,1,0.0,-1.8
Cc1ccc(C2/C(=C(/O)c3ccc(Br)cc3)C(=O)C(=O)N2Cc2ccco2)o1 (configuration not stated),5.9,18.7,0.2,12.4,-6.5,6.0,0.9,7.8,3.4
Cc1cc(C(=O)OCC(=O)N2CCN(c3ccccc3)CC2)c2ccccc2n1,4.7,10.2,3.8,2.1,-3.0,6.2,1,-7.2,3.9
CC(=O)Nc1ccc(S(=O)(=O)N2CCN(c3cccc(C)c3C)CC2)cc1,-21.9,38.6,5.1,18.4,18.4,1.1,0.9,3.1,1.9
CCC(=Nc1ccc(N)cc1)C1=C(O)C(C(=O)OC)C(C)(C)CC1=O (configuration not stated),-11.7,-15.4,9.0,8.7,7.4,-12.2,0.9,2.4,6.6
Cc1cccc2sc(NC(=O)CNS(=O)(=O)c3ccc(Br)s3)nc12,5.1,23.3,2.2,12.2,3.0,-2.8,0.9,4.7,-1.0
CCn1c(SCC(=O)Nc2nnc(C)s2)nc2c(c1=O)SC(C)C2 (configuration not stated),-13.9,-9.1,-0.2,17.0,1.2,-0.8,0.9,-0.4,2.1
CCOc1ccc(S(=O)(=O)n2ccc(C)n2)c2ccccc12,4.8,1.1,12.6,-23.5,-2.9,-2.5,0.9,5.0,5.5
CC1(C)CC(=O)C(C=NCc2ccc3c(c2)OCO3)=C(O)C1,-13.5,14.0,-0.6,15.6,-3.2,0.0,0.9,2.1,3.6
COCCCNC(=O)c1cn(Cc2c(F)cccc2Cl)nn1,-12.3,6.9,10.9,17.2,-0.1,7.7,1,-6.1,5.2
N=c1n(Cc2ccccc2)c2ccccc2n1CC(O)COc1ccccc1 (configuration not stated),-20.6,1.8,5.3,16.0,5.3,3.7,0.9,-2.3,11.0
COc1cc(NC(=O)c2cc3ccccc3o2)c(OC)cc1Br,-3.4,7.0,-2.3,21.2,2.1,-1.4,0.9,-7.3,-3.1
CC(C)C(c1nnnn1Cc1cccs1)N1CCN(c2ccccc2)CC1 (configuration not stated),-7.4,25.1,3.0,14.9,-2.3,4.5,0.9,2.4,2.2

# Copied from the list:
# TNAP act DEA result of CCOC(=O)C1C(=O)NC(N2CCc3ccccc32)=NC1c1ccccc1 (configuration not stated) is entered as 1
# DUSP1 inh result of CC1(C)Cc2cccc(OCC(=O)O)c2O1 is entered as -0.8

# New compounds follow.
SMILES,Cdc25B block,DUSP1 inh,PKA kinase inh,HEK293 NFkB inh,Jurkat tox 60K,JNK3 blocker,TNAP act DEA,MMP-13 inhibitor,ROCK2 blocker
Cn1nc(C(=O)Nc2ccc(S(=O)(=O)N3CCCCC3)cc2)ccc1=O,-8.4,3.6,0.7,5.8,2.4,5.5,0.9,-5.5,4.3
CCN(CC(=O)NCc1ccc(F)cc1)CC(O)COCc1cccc(OC)c1 (configuration not stated),-11.0,7.7,7.9,14.7,-0.5,1.5,1.1,-0.9,5.4
O=C(NCC(=O)N(c1ccc(F)cc1)C(C(=O)NCC1CCCO1)c1ccccc1)c1ccco1 (configuration not stated),-18.6,33.8,-5.3,18.6,8.9,-3.5,0.9,-0.9,-4.7
COc1ccc(N2CCN(Cc3nc4c(c(=O)[nH]c(=O)n4C)n3CC(C)=O)CC2)cc1,2.4,-10.4,-7.1,5.9,1.5,-5.1,0.9,-2.0,-0.5
NC(=O)C1CCN(C(=O)c2cc3n(n2)C(C(F)(F)F)CC(c2ccco2)N3)CC1 (configuration not stated),-0.1,-4.4,5.2,-0.1,-3.6,5.1,0.8,1.4,5.9
CCOc1ccc(N(CC(=O)NCc2cccs2)S(=O)(=O)c2c(C)noc2C)cc1,-15.2,5.1,10.6,6.2,-1.3,-7.5,1,4.9,-0.7
O=C(CN1CCN(Cc2ccccc2Cl)C1=O)NC1CCCCCCC1,-22.3,17.5,7.1,16.8,x,x,0.9,0.3,x
Cc1ccc(OCC(=O)Nc2ccc3c(c2)nc(CCN2CCOCC2)n3C)cc1,0.5,19.2,-3.2,7.6,2.5,6.2,1,-1.6,3.8
COc1ccccc1N(CC(=O)Nc1ccc(F)c(F)c1)S(C)(=O)=O,-9.1,12.5,-3.2,8.6,11.6,-12.3,0.9,-1.7,0.7
N#Cc1nc(Cc2cccc3ccccc23)oc1NCc1ccc2c(c1)OCO2,4.8,-0.1,7.0,8.1,0.4,-1.1,0.8,-8.1,-1.6
CCOCCCNC(=O)c1c(-c2ccccc2)noc1C,3.7,-17.8,9.3,-13.2,-2.7,-4.0,0.9,-0.8,3.7
CCOC(=O)CCC(=O)Nc1ccccc1C(N)=O,-7.6,3.0,10.9,17.0,-5.8,-0.9,1,8.8,7.4
Cc1ccc2oc3c(c(=O)c2c1)C(c1cccc(Cl)c1)N(CCCN1CCOCC1)C3=O (configuration not stated),-2.0,14.9,6.2,19.4,-1.0,1.2,0.9,-2.4,4.5
CCCNc1nc2c(c(=O)[nH]c(=O)n2C)n1CCc1ccccc1,3.2,-2.1,2.3,10.9,0.5,-0.3,0.8,-1.8,5.2
Nn1c(SCC(=O)Nc2ccc3c(c2)OCO3)nnc1C1CC1,4.2,1.6,1.0,11.2,-3.3,-1.0,0.9,1.7,0.6
Cc1cccc(C(=O)OCc2cc3ccccc3[nH]c2=O)c1,3.6,-20.4,-0.7,15.8,0.1,13.3,1,-2.5,0.8
Clc1ccc(-n2ncc3c(NCCCn4ccnc4)ncnc32)cc1,7.2,2.9,6.6,x,x,1.1,0.9,-13.9,8.9
CC(=O)NC(c1ccccc1)c1nc2ccccc2[nH]1 (configuration not stated),-3.9,4.2,10.3,9.0,-5.6,-1.4,x,0.6,8.4
COc1c[nH]n(C2CCCCC2)c(=O)c1=O,13.9,3.9,5.9,-6.1,-1.7,-7.4,0.9,-0.2,6.9
O=C(CSc1nnc(-c2cccnc2)n1Cc1ccco1)Nc1nc(-c2ccc(F)cc2)cs1,-5.8,0.9,-0.3,9.0,1.8,0.9,0.8,0.3,2.2
CCCc1nc2ccccc2c(=O)n1/N=C/c1c(C)[nH]n(-c2ccc(C)cc2)c1=O,4.2,-18.8,-23.1,-10.1,20.5,5.9,0.9,1.5,-57.7
Clc1cc2c(c(Cn3cnc4ccccc43)c1)OCOC2,-6.5,10.7,0.8,16.2,x,x,0.8,3.8,x
Cc1oc(-c2ccc(Cl)cc2)nc1CN1CCCC(C(=O)N2CCc3ccccc32)C1 (configuration not stated),-6.3,9.9,2.4,12.6,-5.2,3.8,0.9,-1.0,3.5

# One compound at a time (already shown). Screens in order: Cdc25B block	DUSP1 inh	PKA kinase inh	HEK293 NFkB inh	Jurkat tox 60K	JNK3 blocker	TNAP act DEA	MMP-13 inhibitor	ROCK2 blocker
# `CCOc1ccc2nc(NC(=O)CSc3nc4cccnc4n3C)sc2c1` is entered as -1.5	-7.0	-6.8	6.7	8.8	3.8	0.9	3.1	-4.4
# `Cc1ccc(N2CC(C(=O)N3CCCc4ccccc43)CC2=O)cc1` (configuration not stated) is entered as 12.9	14.2	-2.5	14.0	3.6	-5.7	1	-0.9	1.2
